Screens: PubChem, The Scripps Research Institute Molecular Screening Center
PP1 counter = counter-screen for PP5 inhibitors: inhibitors of human PP1-alpha | P62136 | purified PP1alpha, OMFP fluorescence | inhibition, % at 6.7 µM | hit rate 0.9% among 320,000 | AID 2235;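 active means inhibition above the mean inhibition of all tested compounds plus 3 SD, computed separately for each screening campaign, cut at about 15% in these data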
TPT1 inhibitor = blocks Candida albicans tRNA 2'-phosphotransferase; hit rate 0.81% among 300,000; inhibition, % at 5 µM; recombinant caTPT1, FP RNA substrate dephosphorylation;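 active means inhibition above the mean of all tested compounds plus 3 SD, set per screening campaign, cut at about 24% in these data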;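 further: plate controls were DMSO alone for no effect and ferristatin control at 100 nM for full effect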
PAFAH2 FP inh = inhibitors of human PAFAH2; recombinant PAFAH2, FP-rhodamine activity probe, fluorescence polarization; inhibition, % at 3.39 µM; hit rate 0.99% among 340,000; AID 492956;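 active means inhibition above the mean over all tested compounds plus 3 SD, cut at about 30% in these data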;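 further: inhibitors block probe labeling of enzyme so polarization drops; 0% = enzyme with DMSO and 100% = wells lacking PAFAH2 protein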
AHR act = human AHR activation | P35869 | hit rate 2.5% among 320,000 | AID 2796 | AHR-responsive luciferase reporter cells, luminescence | activation, % at 5 µM; in the data active means activation above about 47%;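 further: 0% = vehicle wells and 100% = reference agonist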
Target sequence (P35869 whole entry, looked up): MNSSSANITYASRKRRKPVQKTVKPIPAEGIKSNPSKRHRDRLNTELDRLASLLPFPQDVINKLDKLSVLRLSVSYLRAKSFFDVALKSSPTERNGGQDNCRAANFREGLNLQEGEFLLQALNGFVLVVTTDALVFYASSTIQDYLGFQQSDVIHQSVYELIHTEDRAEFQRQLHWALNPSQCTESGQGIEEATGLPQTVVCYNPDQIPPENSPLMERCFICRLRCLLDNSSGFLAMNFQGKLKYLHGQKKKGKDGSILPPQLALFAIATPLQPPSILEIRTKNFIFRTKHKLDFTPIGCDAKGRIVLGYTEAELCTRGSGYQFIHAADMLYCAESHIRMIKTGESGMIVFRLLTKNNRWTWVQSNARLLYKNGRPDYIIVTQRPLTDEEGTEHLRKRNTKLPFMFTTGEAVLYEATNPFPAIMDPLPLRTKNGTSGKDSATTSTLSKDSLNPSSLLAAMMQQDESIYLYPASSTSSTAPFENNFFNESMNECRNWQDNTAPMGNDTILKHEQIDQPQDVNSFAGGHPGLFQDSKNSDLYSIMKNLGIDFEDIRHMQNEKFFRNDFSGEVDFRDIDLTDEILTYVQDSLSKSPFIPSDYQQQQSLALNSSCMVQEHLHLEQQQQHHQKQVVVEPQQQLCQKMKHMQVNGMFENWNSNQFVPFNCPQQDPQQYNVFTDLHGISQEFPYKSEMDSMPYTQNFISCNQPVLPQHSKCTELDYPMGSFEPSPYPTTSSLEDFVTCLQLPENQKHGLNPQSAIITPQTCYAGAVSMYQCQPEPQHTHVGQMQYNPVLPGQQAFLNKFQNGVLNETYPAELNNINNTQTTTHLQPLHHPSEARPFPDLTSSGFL
PP5 primary = blocks human protein phosphatase 5 activity | P53041 | purified PP5c, OMFP substrate fluorescence | inhibition, % at 6.7 µM | hit rate 0.18% among 320,000;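 active means inhibition above the campaign's mean inhibition across all tested compounds plus 3 SD, cut at about 9.5% in these data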;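 further: 0% = DMSO only and 100% = 100 µM cantharidin control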
core dimer inh = HCV core protein dimerization inhibition | hit rate 0.33% among 300,000 | inhibition, % at 5 µM | TR-FRET GST/Flag-core106 dimerization, 1536-well;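 active means inhibition above the mean of all tested compounds plus 3 SD, set per screening campaign, cut at about 45% in these data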
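Assay system – GST-tagged and Flag-tagged HCV core protein residues 1-106 · Quantity – core106 proteins, GST 13.5 nM and Flag 17 nM · Benchmarks – unlabelled core106 and no-GST-core106 wells · Read-out basis – percent inhibition of core106 dimerization signal · Detection – time-resolved FRET, ex 340 nm, em 617 and 671 nm · Schedule – 4 h at 22.5 °C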
procasp3 activ = activates human procaspase-3; P42574; recombinant procaspase-3 D3A, Ac-DEVD-pNA absorbance 405 nm; activation, % at 8.5 µM; hit rate 0.11% among 330,000; AID 463141;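 active means activation above the mean of all tested compounds plus 3 SD, cut at about 21% in these data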;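 further: 0% = DMSO alone and 100% = DMSO wells spiked with extra 5 µM PC-3 D3A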
Target sequence (P42574 whole entry D9A/D28A/D175A): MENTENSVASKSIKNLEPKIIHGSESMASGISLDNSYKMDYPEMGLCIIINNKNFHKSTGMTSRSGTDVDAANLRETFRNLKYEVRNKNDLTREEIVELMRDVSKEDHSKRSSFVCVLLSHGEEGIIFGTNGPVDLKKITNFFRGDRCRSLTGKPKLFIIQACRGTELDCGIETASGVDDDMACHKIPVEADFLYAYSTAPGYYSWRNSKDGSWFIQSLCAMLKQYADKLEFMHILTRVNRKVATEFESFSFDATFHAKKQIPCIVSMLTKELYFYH
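Test system: Procaspase-3 D3A mutant; medium: Zinc-free HEPES/NaCl buffer with 0.01% Triton X-100 at pH 7.4; reagent: DEVD-pNA substrate; doses: one concentration, 8.5 µM nominal, 0.8% DMSO; times: 1 h preincubation plus 2 h reaction at 25 °C; signal: Epi-absorbance at 405 nm of released p-nitroaniline, 0 and 120 min; replicates: singlicate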
CTSL1 counter = cathepsin L1 inhibition, PFM18AAP counter-screen; recombinant F. hepatica cathepsin L1, Z-Leu-Arg-MCA fluorescence; inhibition, % at 5.96 µM; hit rate 0.49% among 300,000;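 active means inhibition above the mean of all tested compounds plus 3 SD, set per screening campaign, cut at about 17% in these data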;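 further: 0% = plate median of test compound wells and 100% = 1 µM Z-Phe-Ala-diazomethylketone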
procasp7 counter = counter-screen: procaspase-7 (human) activation. AID 463210. activation, % at 8.5 µM. hit rate 0.093% among 330,000. recombinant procaspase-7, Ac-DEVD-pNA absorbance 405 nm; D23A/D198A/D206A triple mutant, cannot self-cleave; scale: DMSO 0, 5 µM enzyme 100;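 active means percent activation above the screen-wide mean plus 3 SD, cut at about 25% in these data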
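System: Procaspase-7 triple mutant (PC-7 D3A); measure: % activation from two-timepoint absorbance difference, scaled to controls; times: 1 h compound preincubation, 2 h substrate cleavage, 25 °C; also added: Ac-DEVD-pNA substrate, 400 µM as added; measured by: Epi-absorbance of released pNA at 405 nm, two timepoints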
The depositor's hits bear a star; nt = no result given.

SMILES	PP1 counter	TPT1 inhibitor	PAFAH2 FP inh	AHR act	PP5 primary	core dimer inh	procasp3 activ	CTSL1 counter	procasp7 counter
CCC(C)(C)NC(=O)CCn1c(-c2ccccc2)cc(C(C)=O)c1C	0	1	8	4	0.7	-3	3	-1	4
COc1ccc(OC)c(NS(=O)(=O)c2ccc(SC)cc2)c1	0	-3	1	-1	0.9	-8	2	0	5
CN1CC(=O)Nc2ccccc2C1=O	-2	-4	-1	-1	-0.6	1	3	2	5
COc1ccc(CCNC(=O)c2cnc3ccccc3n2)cc1	-2	-1	-1	17	0.1	-7	-5	8	-5
Cc1ccccc1-n1c(=O)[nH]c(=O)c2c(N)c(C(=O)c3ccc(Cl)cc3)sc21	5	23	-7	0	-0.9	21	-4	3	6
Cc1ccc(C)c(S(=O)(=O)N2CCN(C(=O)[C@H](C)N3C(=O)C4CC=CCC4C3=O)CC2)c1 (stereo partly specified)	-5	nt	-1	-1	0.4	nt	1	nt	-2
COc1ccc(CNN2CCCCC2C(=O)Nc2ccc(OC)c(OCC(C)C)c2)cc1OC (stereo unspecified)	-1	2	3	5	2.2	-3	0	-4	2
CCc1ccc(OCCSc2nc3ccccc3n2CCC(=O)O)cc1	1	1	6	2	3.0	-7	4	-6	12
O=C(N/N=C/c1cc(Cl)cc([N+](=O)[O-])c1O)c1ccccc1NS(=O)(=O)c1cccs1	-1	1	4	0	-0.6	21	10	12	-2
O=C(C1CCN(S(=O)(=O)c2cnc[nH]2)CC1)N1CCN(c2ccc([N+](=O)[O-])cc2)CC1	1	1	3	0	0.4	-3	1	-1	-6
Cc1cc(=O)[nH]c(-c2ccc(Cl)cc2)n1	0	-1	-1	14	-1.9	-1	-9	3	10
CN1CCN(C(=O)C2=C[C@H](c3ccccc3)C[C@H](OCc3ccc(CO)cc3)O2)CC1	1	-3	2	0	-1.3	8	6	-1	6
Cc1cccc(C)c1OCC(O)CN (stereo unspecified)	2	-2	3	-2	-1.7	-2	2	-1	6
CN(CCC1CCOCC1)C(=O)CC1C(=O)NCCN1Cc1cccc(F)c1 (stereo unspecified)	-1	-7	-6	-2	1.7	-3	5	2	4
Cc1nc(-c2cccc(NC(=O)c3cc4cc(Br)ccc4oc3=O)c2)cs1	0	-1	-2	1	-1.7	23	-2	1	5
O=C(COC(=O)CCNS(=O)(=O)c1cccc(C(F)(F)F)c1)NC(=O)NC1CCCCC1	-3	1	4	-2	2.2	2	-7	-9	3
COc1ccc(N2C(=S)NC3c4cc(Cl)ccc4OC2(C)C3C(=O)N(C)C)cc1 (stereo unspecified)	-1	1	-1	0	-1.4	8	0	1	3
Cc1nc2cc(-c3ccc(F)cc3)[nH]n2c(=O)c1C	3	4	7	12	1.3	2	5	-1	1
Cc1nn(-c2ccccc2)c(NC(=O)c2cccs2)c(-c2ccc(Cl)cc2)c1=O	4	2	-2	1	1.6	8	-2	-1	-1
C[C@H](CO)N1C[C@H](C)[C@H](CN(C)C(=O)Nc2ccc(C(F)(F)F)cc2)Oc2c(NC(=O)c3ccncc3)cccc2C1=O	nt	nt	3	5	nt	nt	-1	nt	-1
COCCN1Cc2cccc(C(=O)Nc3cccc(OC)c3)c2C1=O	0	-2	-10	-12	0.1	-6	-2	0	-5
COc1cccc(CN(C)C(=O)c2ccc(NS(=O)(=O)c3ccc(F)cc3)cc2)c1OC	-2	-1	-7	-2	-0.7	-4	0	1	5
CC(OC(=O)CCC1CCCC1)C(=O)Nc1ccccc1[N+](=O)[O-] (stereo unspecified)	-4	2	3	1	1.8	1	-1	0	12
C/C(=N\N1CCN(C2c3ccccc3-c3ccccc32)CC1)c1ccco1	4	-4	2	2	-3.0	-4	-7	3	-7
CCCc1cc(=O)oc2cc(C)cc(OCC(=O)NCc3ccncc3)c12	-2	-1	2	39	-0.1	-3	5	-1	-4
Cc1ccc(CNC(=O)CCC(=O)Nc2nnc(C3CCCCC3)s2)cc1	1	-3	6	0	2.8	0	-1	-1	6
CCCCCCNC(=O)Cc1nc2nc(C)cc(C)n2n1	2	-2	-1	8	0.8	-2	4	-3	9
Cn1c(=O)c2sccc2n2c(CCCC(=O)N3CCN(c4ccccn4)CC3)nnc12	-3	-2	4	0	-0.2	-1	6	5	16
CCN(CC)C(=O)CC(c1ccc(N(C)C)cc1)c1c(OC)cc(OC)c2ccc(=O)oc12 (stereo unspecified)	1	2	-2	5	0.3	4	-3	-1	3
O=c1[nH]c(CSc2nnnn2-c2ccccc2)nc2ccccc12	-2	-6	2	26	0.4	-2	-5	-4	5
CCOc1ccc(N=C(NN)c2ccc3ccccc3n2)cc1	1	2	-1	108*	1.2	2	-15	1	-19
CCn1cc(C2C3=C(CC(C)(C)CC3=O)N(c3ccccc3)C3=C2C(=O)CC(C)(C)C3)c(C)n1	-3	-3	-3	-3	-1.6	9	-3	-6	-7
COc1cc(NC(=O)COC(=O)C=C(C)C)c(C)cc1[N+](=O)[O-]	0	-2	61*	12	-0.6	-1	-3	0	-8
NC(=S)Nc1ccc(Oc2ccc(NC(N)=S)cc2)cc1	-2	-1	-1	1	-1.5	1	-9	3	-12
N#Cc1ccsc1NC(=O)CCc1ccccc1	-3	-2	-2	30	0.1	4	5	-4	6
CC(Sc1nc(N(C)C)nc(N2CCOCC2)n1)C(=O)Nc1ccccc1 (stereo unspecified)	1	-1	-2	-3	2.9	-6	0	-1	0
CN(c1ccccc1)S(=O)(=O)c1ccc2c(c1)OCCO2	nt	nt	1	-2	nt	nt	7	nt	-4
CCC(=O)Nc1ccc(Oc2ccc3c(c2)C(=O)N(c2ccc(O)cc2)C3=O)cc1	3	-1	-7	-7	1.0	-3	-9	1	-2
CCOC(=O)c1c(NC(=O)CN2CCC(C)CC2)sc(C)c1C	-2	-1	-2	4	-0.1	5	1	1	3
CCOc1ccccc1CN1CCN(C2CCN(c3ccccc3F)CC2)CC1CCO (stereo unspecified)	-2	5	-2	1	0.1	1	1	-2	5
C#CCNc1cc(C)nc2ncnn12	-5	-3	8	1	1.8	-8	-2	2	3
Cc1ccn2c(c1)nc(=O)c1cc(S(=O)(=O)N3CCOCC3)ccc12	-3	-1	8	-2	1.5	-3	-2	1	2
CCOC(=O)c1cccc(C2=CC(=O)C[C@H](c3ccc(OC)cc3)C2)c1	1	nt	-4	-1	2.6	nt	8	nt	1
c1cc(CNc2ccc3c(c2)OCCO3)ccn1	-1	-7	-3	16	1.7	-15	-8	-5	1
CC(=O)c1ccc(NC(=O)CCc2nnc3ccc(N4CCC5(CC4)OCCO5)nn23)cc1	-3	-1	4	4	2.4	1	3	-1	6

Structures above that contain a CF3 group:
SMILES	PP1 counter	TPT1 inhibitor	PAFAH2 FP inh	AHR act	PP5 primary	core dimer inh	procasp3 activ	CTSL1 counter	procasp7 counter
O=C(COC(=O)CCNS(=O)(=O)c1cccc(C(F)(F)F)c1)NC(=O)NC1CCCCC1	-3	1	4	-2	2.2	2	-7	-9	3
C[C@H](CO)N1C[C@H](C)[C@H](CN(C)C(=O)Nc2ccc(C(F)(F)F)cc2)Oc2c(NC(=O)c3ccncc3)cccc2C1=O	nt	nt	3	5	nt	nt	-1	nt	-1

Next section
SMILES	PP1 counter	TPT1 inhibitor	PAFAH2 FP inh	AHR act	PP5 primary	core dimer inh	procasp3 activ	CTSL1 counter	procasp7 counter
CCOc1ccc(S(=O)(=O)N2CCOCC2)cc1NC(=O)CN1C(=O)NC(CC)(c2ccccc2)C1=O (stereo unspecified)	1	1	6	-1	0.4	-1	-6	0	2
C[C@H]1COC(=O)[C@H](CC(=O)OC(C)(C)C)C/C=C\C[C@@H](CC(=O)N(CCO)Cc2ccccc2)C(=O)N1	nt	nt	7	-1	nt	nt	1	nt	5
Cc1c(NC(=O)COC(=O)Cc2ccc(Br)cc2)c(=O)n(-c2ccccc2)n1C	-3	nt	2	3	5.7	nt	1	nt	6
CCOc1c(S(=O)(=O)NC2CC(C)(C)NC(C)(C)C2)ccc(Cl)c1Cl	1	-2	2	-1	2.3	2	-1	0	3
CC(=O)Nc1ccc(C(=O)COC(=O)CCN2C(=O)C3CC=CCC3C2=O)cc1 (stereo unspecified)	-5	-3	0	0	-1.0	25	-4	-2	4
CCS(=O)(=O)CCSC(=N)N	-4	-3	1	2	1.8	-3	-3	0	-3
COc1ccc(N2CCN(C(=O)CCCNC(=O)Cn3cnc4sc(C)c(C)c4c3=O)CC2)cc1	-2	-2	-3	0	0.5	-2	0	-2	2
CCC1CCC/C1=N\NC(=O)c1ccccc1Cl (stereo unspecified)	-3	1	nt	2	0.9	0	7	0	6
Cc1nn(Cc2noc(C(=O)NC3CCC(C)CC3)n2)c(C)c1Br (stereo unspecified)	0	1	-3	0	-0.6	-2	4	0	7
CCOC(=O)c1cccc(NC(=O)C2CCCN(S(=O)(=O)c3c(C)n[nH]c3C)C2)c1 (stereo unspecified)	-5	2	-2	5	3.6	-9	-3	-3	-1
CCOC(=O)c1c(C)n(C)c2c1cc(OC(C)=O)c1ccccc12	-1	-2	12	12	-0.9	0	6	-6	-3
Cc1ccc(/C(=N\S(=O)(=O)c2ccc(Br)cc2)Nc2ccccc2C)cc1	3	-4	2	32	3.2	14	2	1	10
Cc1ccsc1C(=O)N1CCCC(N2CCN(c3cccc(Cl)c3)CC2)C1 (stereo unspecified)	1	-2	-4	1	1.2	8	6	3	-2
CCN(CC)S(=O)(=O)c1ccc(NS(=O)(=O)c2cccc(C)c2)cc1	4	-1	-1	-1	0.4	6	-3	-5	-2
COc1ccc(N2CCN(Cc3nc(Cc4cccc(F)c4)no3)C(C)C2)cc1 (stereo unspecified)	1	0	6	3	1.2	-2	2	-1	-4
CSc1nc2ccccc2n1Cc1c(Cl)cccc1Cl	1	3	-3	4	4.4	7	8	2	9
NC(=O)c1ccsc1NC(=O)COC(=O)Cc1n[nH]c(=O)c2ccccc12	0	5	0	4	0.6	8	-6	3	-3
O=C(c1cccs1)N(C(=O)c1cccs1)c1ccccn1	-7	1	6	0	1.1	0	-2	0	-1
COc1ccc(-c2ccc(CNCCCN3CCOCC3)o2)cc1Cl	1	0	-2	0	0.4	-3	-5	0	2
CCOc1ccc(N2C(=O)/C(=C/c3cc(OC)c(OC)c(OC)c3)N(CC(=O)OC)C2=S)cc1	-1	4	4	-1	4.0	10	-8	-4	2
COc1ccc(CCn2c(-c3ccccc3)nc3c(c(=O)c4ccccc4n3C)c2=O)cc1	0	-2	nt	24	2.0	6	5	1	-8
CNCc1ccccc1Sc1cccc2ccccc12	-3	0	-1	2	-2.2	1	-8	1	3

Some values from the results shown:
Reading of CCOc1ccc(N2C(=O)/C(=C/c3cc(OC)c(OC)c(OC)c3)N(CC(=O)OC)C2=S)cc1 in PAFAH2 FP inh: 4
Reading of COc1ccc(CCn2c(-c3ccccc3)nc3c(c(=O)c4ccccc4n3C)c2=O)cc1 in CTSL1 counter: 1
Reading of O=C(c1cccs1)N(C(=O)c1cccs1)c1ccccn1 in CTSL1 counter: 0
Reading of COc1ccc(-c2ccc(CNCCCN3CCOCC3)o2)cc1Cl in CTSL1 counter: 0
